CHT inh = inhibits the human high affinity choline transporter | Q9GZV3 | CHT-expressing cells, membrane potential dye, choline response; active compounds read low | B-score at 10 µM | 310,000 tested, 0.86% active;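 active = B-score over 3 SD under the library average, and starting fluorescence ratio not unusually high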;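 note: choline stimulus applied at its EC90 after an EC20 pre-addition; B-score computed on integrated fluorescence ratio after choline addition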
Target sequence (Q9GZV3 whole entry, looked up): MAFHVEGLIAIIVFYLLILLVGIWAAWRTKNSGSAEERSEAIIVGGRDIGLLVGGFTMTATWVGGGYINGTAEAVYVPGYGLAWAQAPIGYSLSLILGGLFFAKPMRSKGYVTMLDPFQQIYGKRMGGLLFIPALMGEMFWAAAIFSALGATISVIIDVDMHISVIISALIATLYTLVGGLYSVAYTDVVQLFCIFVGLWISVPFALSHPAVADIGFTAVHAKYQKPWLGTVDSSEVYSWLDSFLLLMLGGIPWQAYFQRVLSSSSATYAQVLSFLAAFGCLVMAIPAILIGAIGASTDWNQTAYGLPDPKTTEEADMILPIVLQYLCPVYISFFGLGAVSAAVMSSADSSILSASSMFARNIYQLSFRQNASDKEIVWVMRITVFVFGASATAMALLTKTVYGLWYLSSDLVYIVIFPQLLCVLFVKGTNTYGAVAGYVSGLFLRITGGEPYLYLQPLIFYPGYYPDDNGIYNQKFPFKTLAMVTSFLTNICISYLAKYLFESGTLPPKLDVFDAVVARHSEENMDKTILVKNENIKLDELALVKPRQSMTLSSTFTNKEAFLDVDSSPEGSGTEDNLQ
KCNQ2 block = KCNQ2 channel blockers in CHO-K1 cells – cell-based, FluxOR thallium flux, B-score, primary screen (AID 2156). O88943. 310,000 tested, 1.1% active. B-score at 10 µM. 20 min; active compounds read low;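 active = fluorescence ratio B-score at most minus 3 library SDs, with starting brightness B-score within 2 library SDs, cut at about -5.5 in these data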
The depositor's hits bear a star; i = inactive; nt = not tested or not shown.

entry	smiles	CHT inh	KCNQ2 block
1	CNC(=O)c1nc(C)c(C2(C)CC(c3cccc([N+](=O)[O-])c3)=NO2)s1 (stereo not given)	i	i
2	Cc1cccc(NC(=O)/C(C#N)=C/c2ccc(F)cc2)n1	i	i
3	CC(C)C(NC(=O)c1ccco1)C(=O)NCc1ccc(C(=O)O)cc1 (stereo not given)	i	i
4	O=C(Nc1ccc(Oc2ncnc3cc(Cl)ccc23)nc1)c1cccs1	i	i
5	CCn1c(=O)c2cc(C(=O)N3CCN(C)CC3)sc2c2ccccc21	i	i
6	Nc1ccccc1C(=O)NNc1c2ccccc2nc2ccccc12	i	i
7	CC(=O)N1CCN(C(=O)CCN(c2ccccc2)S(=O)(=O)c2ccc(C)cc2)CC1	i	i
8	Cc1ccc(S(=O)(=O)Nc2cc(C)c(O)cc2C)cc1	i	i
9	O=C(Nc1ccc(Nc2ccccc2)cc1)C1CC1	i	i
10	Cc1ccc(-n2nc3c(c2NC(=O)/C=C\c2ccc4c(c2)OCO4)CSC3)c(C)c1	i	i
11	COc1ccc(O)c(CN2CCCC(N3CCN(c4ccc(F)cc4)CC3)C2)c1 (stereo not given)	i	i
12	Cc1ccn2c(=O)nc(SCC(=O)Nc3ccc4c(c3)OCO4)nc2c1	i	i
13	O=C(CCl)Nc1ccc(Sc2ccc(NC(=O)CCl)cc2)cc1	nt	i
14	Cc1cccc(C(=O)NCCCNC(=O)c2ccco2)c1	i	i
15	CCOC(=O)c1sc(C)c2c1NC(c1ccc(N(C)C)cc1)NC2=O (stereo not given)	i	i
16	CN(C)S(=O)(=O)NCCNc1ccc(C(F)(F)F)cc1[N+](=O)[O-]	i	i
17	COc1ccc(-c2cc(C(=O)Nc3c(C)nn(Cc4ccccc4)c3C)no2)cc1	i	i
18	Nc1ncc(Br)cc1Br	i	i
19	CN(C)c1ccc(/C=C(\C#N)c2ccccn2)cc1	i	i
20	O=C(NCCN1CCCCC1)Nc1cccc(F)c1	i	i
21	Nc1nc2ccccc2n1/N=C/c1cccnc1	i	i
22	CC(=O)Oc1ccc(NC(=O)Cc2ccccc2)cc1	i	i
23	Oc1[nH]c2ccccc2c1C1=NCCCC1	i	i
24	COCCNC(=O)Nc1ccc2nc(-c3cccs3)c(-c3cccs3)nc2c1	i	i
25	Cn1cccc1/C=N/N1CCN(Cc2ccccc2)CC1	i	i
26	Cc1cc(Cn2ccnc2)c(C)cc1Cn1ccnc1	i	i
27	Cc1ccc(/C=C/C(=O)Nc2nnc(SCc3ccc(C#N)cc3)s2)o1	i	i
28	CCn1nc(NC(=O)c2cccs2)c2cc3ccccc3nc21	i	i
29	COc1ccccc1Cn1cnc2cccnc21	i	i
30	CN(CCCOc1ccccc1F)Cc1ccccc1	i	i
31	COc1ccc(N2C(=S)N=C(Nc3cccc(C)c3)C23CCCCC3)cc1	i	i
32	Cc1nc2ccccc2cc1C(=O)N/N=C/c1cccs1	i	i
33	CCCCNC(=O)C1CCN(C/C(C)=C/c2ccccc2)CC1	i	i
34	CCN(CC)c1ccc(NC(=O)COC(=O)CCC(=O)c2ccc(F)cc2)cc1	i	i
35	Cc1[nH]c2ccccc2c1C(c1ccccn1)c1c(C)[nH]c2ccccc12	i	i
36	COc1ccc(CCNC(=O)C2CCCN(S(C)(=O)=O)C2)cc1OC (stereo not given)	i	i
37	Cc1cc(N2CCN(C)CC2)n2cc(-c3ccc(F)cc3)nc2n1	i	i
38	O=C(/C=C/c1ccc([N+](=O)[O-])cc1)NCCc1ccccc1	i	i
39	Cc1cc(C)c(NC(=O)CN(c2ccccc2)S(=O)(=O)N(C)C)c(C)c1	i	-5.6*
40	O=C(Nc1ccc(NC(=O)C2CC2)nc1)c1cccnc1	i	i
41	COc1cc2c3c(c1OC)C1(C=CC(=NO)C=C1)CC3N(C(C)=O)CC2 (stereo not given)	i	i
42	CC(=O)c1cccc(NC(=O)CSc2nc(=O)n(CCCN3CCOCC3)c3c2CCC3)c1	i	i
43	Cc1occc1C(=O)Nc1ccc2c(c1)OCCO2	i	i
44	Cc1ccc(OCC(=O)N(c2ccccn2)C2CCCCC2)c(C)c1	i	-6.4*
45	Cc1cnc2c(c1)C(=O)c1ccccc1-2	i	i
46	O=C(CCc1nc2ccccc2s1)Nc1ccccc1	i	i
47	COc1ccc(-n2c(CSc3nc(C)cc(C)n3)nnc2SCC(=O)Nc2nccs2)cc1	i	i
48	COC(=O)c1nn(-c2ccc(-c3ccccc3)cc2)cc1O	i	i
49	CCCn1c(SC(C)C(=O)NCC2CCCO2)nc2sc(CC)cc2c1=O (stereo not given)	i	i
50	Cn1c(N)c(C(=O)c2ccc(Oc3ccccc3)cc2)c(=O)n(C)c1=O	i	i

Values in list order from the list:
Entries 43 to 47 in KCNQ2 block: i, -6.4*, i, i, i
Entries 43 to 47 in CHT inh: i, i, i, i, i

Further structures:
entry	smiles	CHT inh	KCNQ2 block
51	CN1C2CCC1/C(=C\c1ccc(F)cc1)C(=O)/C2=C/c1ccc(F)cc1	i	i
52	Cc1[nH]n(-c2ccccc2)c(=O)c1C(=O)c1cccc(F)c1	i	i
53	CCOC(=O)C1(CCCc2ccccc2)CCN(C(=O)CSC)CC1	i	i
54	Cc1nc(SCc2ccccc2)[nH]c(=O)c1CC(=O)OCC(C)C	i	i
55	Cc1ccc(CNC(=O)C2(C)Oc3ccccc3NC2=O)cc1 (stereo not given)	i	i
56	CN(C)c1ccc(/C=N/NC(=O)c2ccc(CN3CCOCC3)cc2)cc1Br	i	i
57	Nc1nc(SCC(=O)Nc2ccc(F)cc2)[nH]c(=O)c1NC(=O)c1ccc(F)c(F)c1	i	i
58	Nc1ccc(C(=O)N/N=C\C=C\c2cccc([N+](=O)[O-])c2)cc1	i	i
59	CC(C)CCNC(=O)C1CCCN(S(=O)(=O)c2ccc(F)cc2)C1 (stereo not given)	i	i
60	Cc1cc(Cl)c(S(=O)(=O)N2CCN(c3ccccn3)CC2)cc1OCC(N)=O	i	i
61	COc1ccc(OC)c(S(=O)(=O)N2CCCCC2C(=O)O)c1 (stereo not given)	i	i
62	Clc1ccc2c(NCc3ccccc3)ccnc2c1	i	i
63	COc1cc(C2C(C#N)=C(N)N(c3ccc(F)cc3)C3=C2S(=O)(=O)CC3)ccc1O (stereo not given)	i	i
64	O=C(Nc1ccc(CN2CCCCC2)cc1)c1sc2ccccc2c1Cl	i	i
65	CCOc1cccc(/C(O)=C2/C(=O)C(=O)N(CCN3CCOCC3)C2c2ccncc2)c1 (stereo not given)	i	i
66	CN(C)CCCN1C(=O)c2oc3ccccc3c(=O)c2C1c1cccs1 (stereo not given)	i	i
67	O=C1CC(c2ccccc2)=NN1c1nc(-c2ccccc2)cs1	i	i
68	CC1(c2nnc(-c3cccc(Cl)c3)o2)CC(c2ccc(Br)cc2)=NO1 (stereo not given)	i	i
69	CCOC(=O)c1cn2nc(Oc3ccc(C(=O)OC)cc3)ccc2n1	i	i
70	O=C(NC1CC1)c1cc2cc(Br)ccc2s1	i	i
71	Cc1cccc(NC(=O)CN2C(=O)N/C(=C/c3cc(C)n(-c4cccnc4)c3C)C2=O)c1	i	i
72	CC(=O)Nc1ccc2nc(-c3cccnc3)[nH]c2c1	i	i
73	Cc1ccc2c(c1)NC(=O)C(CC(=O)Nc1ccc(CN3CCC(C)CC3)cc1)O2 (stereo not given)	i	i
74	O=C(NCCN1CCCC1)c1ccc(Cl)cc1	i	i
75	COc1cccc(C(c2nnnn2Cc2ccco2)N2CCN(c3cccc(C)c3C)CC2)c1OC (stereo not given)	i	-6.2*
76	COc1ccc(OC)c(NC(=O)CSc2nc(=O)n(CCN3CCOCC3)c3c2CCC3)c1	i	i
77	CC(=O)c1ccc(NC(=O)CSc2nc(=O)n3cccc(C)c3n2)cc1	i	i
78	CCN(CC)S(=O)(=O)c1cccc(C(=O)OCC(=O)C23CC4CC(CC(C4)C2)C3)c1	i	i
79	COC(=O)c1sc(-c2ccc(Cl)cc2)cc1NC(=O)/C=C/C(=O)O	i	i
80	CCOC(=O)c1ccc(Nc2sc(C(=O)c3cccc([N+](=O)[O-])c3)c(N)c2C#N)cc1	i	i
81	COc1ccc(S(=O)(=O)N2CCC(C(=O)Nc3ccccc3N3CCCC3)CC2)cc1OC	i	i
82	COC(=O)[C@@]12CCCCN1[C@H](c1ccc(SC3CCCCC3)cc1)[C@H]1C(=O)N(C)C(=O)[C@H]12	i	i
83	O=C(NCCN1CCOCC1)c1noc2c1CCc1ccccc1-2	i	i
84	CN(c1ccccc1)S(=O)(=O)c1ccc(Cl)c(C(=O)NC2=NCCS2)c1	i	i
85	Cc1cc(N2CC(=O)N(CCc3ccccc3)C(=O)C2)n2ncnc2n1	i	i
86	Cc1ccc(-c2noc(CSc3nc(N)cc(N)n3)n2)cc1	i	i
87	COc1ccc(/C=C(/NC(=O)c2ccccc2)C(=O)N/N=C/c2sccc2C)cc1	i	i
88	CN(C)c1ccc(/C=N/n2c(COc3ccccc3)n[nH]c2=S)cc1	i	i
89	COC(=O)c1ccc(C(=O)OC)c(NC(=O)CN2CCN(c3ccccc3)CC2)c1	i	i
90	O=C(CCN1C(=O)c2ccccc2S1(=O)=O)Nc1ccc(Cl)cc1	i	i
91	CCOC(=O)c1c(S(=O)(=O)N2CCCC(C(=O)Nc3ncccc3C)C2)c(C)n(C)c1C (stereo not given)	i	i
92	C/C(=N\NC(=S)NCc1ccccc1)c1ccccc1F	i	i
93	CC1=NN(c2nc(C)cc(C)n2)C(=O)C1CCC(C)C (stereo not given)	i	i
94	COCCCNC(=O)c1c(NC(=O)C2COc3ccccc3O2)sc2c1CCCC2 (stereo not given)	i	i
95	O=C(CSc1ccccn1)Nc1ccc2c(c1)OCO2	i	i
96	CCN(CC)CCNC(=O)C(=O)Nc1cc2c3c(c1)CCC(=O)N3CCC2	i	i
97	CC(=O)c1ccc(S(=O)(=O)N(C)CCCC(=O)N(C)Cc2c(F)cccc2Cl)cc1	i	i
98	CC(C)c1ccc(NC(=O)c2cc(S(=O)(=O)NCC3COc4ccccc4O3)ccc2F)cc1 (stereo not given)	i	i
99	NC1=NC2(CCCCC2)N(c2ccc(F)cc2F)C(N)=N1	i	i
100	CCc1ccc(NC(=O)NCCN2CCCCC2)cc1	i	i

Two entries from above, with two lines to a compound:
Screens in order: CHT inh	KCNQ2 block
91. CCOC(=O)c1c(S(=O)(=O)N2CCCC(C(=O)Nc3ncccc3C)C2)c(C)n(C)c1C (stereo not given)
  i	i
97. CC(=O)c1ccc(S(=O)(=O)N(C)CCCC(=O)N(C)Cc2c(F)cccc2Cl)cc1
  i	i

Retrieved one by one from the list above:
entry	smiles	CHT inh	KCNQ2 block
87	COc1ccc(/C=C(/NC(=O)c2ccccc2)C(=O)N/N=C/c2sccc2C)cc1	i	i
83	O=C(NCCN1CCOCC1)c1noc2c1CCc1ccccc1-2	i	i
100	CCc1ccc(NC(=O)NCCN2CCCCC2)cc1	i	i

(list continues)
entry	smiles	CHT inh	KCNQ2 block
101	COc1ccccc1-c1nnc(SCC(=O)N2CCCC2)o1	i	i
102	COc1cc2[nH]c(C(=O)N3CC(C)OC(C)C3)cc2c(OC)c1OC (stereo not given)	i	i
103	COCCCNC(=O)c1oc2ccc(S(=O)(=O)N3CCOCC3)cc2c1C	i	i
104	Nc1c(C(=O)NC2CCCC2)c2nc3ccccc3nc2n1/N=C/c1ccco1	i	i
105	CCC1CCCCN1CCCNC(=O)c1ccc(CS(=O)(=O)Cc2ccccc2F)o1 (stereo not given)	i	i
106	CS(=O)(=O)c1ccc2nc(NC(=O)CN3CCN(Cc4ccccc4)CC3)sc2c1	i	i
107	CCOc1cc(CNc2cccc3[nH]c(C)nc23)ccc1OC	i	i
108	COc1ccccc1NS(=O)(=O)c1cc(C(=O)NCC(C)(C)N2CCOCC2)ccc1C	i	i
109	C#CCOCCOCCOCCNc1nc(N2CCN(C(=O)CCCCCCCCCCNC(=O)[C@H]([C@@H](C)CC)n3cc(CCCCN=C(N)N)nn3)CC2)nc(N2CCN(C(=O)CCCCCCCCCCNC(=O)[C@H](CO)n3cc(CCCCCN)nn3)CC2)n1	i	nt
110	O=C(NCC1COc2ccccc2O1)c1cn(Cc2ccc(F)cc2)nn1 (stereo not given)	i	i
111	COc1ccc(NC(=O)c2ccc(S(=O)(=O)N3CCCCC3)cc2)c(OC)c1	i	i
112	C/C(CC(=O)Nc1cccc(F)c1)=N\NC(=O)c1ccncc1	i	i
113	Cc1nc(Cl)cc(N/N=C/c2ccc(O)cc2O)n1	i	i
114	C=CCNC(=S)Nc1c(N)n(C)c(=O)n(C)c1=O	i	i
115	COP(=O)(OC)c1nc(-c2ccccc2)oc1NCc1ccccc1	i	i
116	Cc1nnc(NC(=O)CCSc2ccccc2)s1	i	i
117	O=C(N/N=C/c1c(O)ccc2ccccc12)c1ccc(CO)nc1	i	i
118	CCOC(=O)C1CCCN(C(=O)c2ccc3c(=O)n(Cc4ccccc4OC)c(=S)[nH]c3c2)C1 (stereo not given)	i	i
119	COCCNC(=O)c1ccc(Cn2c(=S)[nH]c3cc4c(cc3c2=O)OCO4)cc1	i	i
120	CCCc1ccc(Oc2cn[nH]c2-c2ccc(O)cc2O)cc1	i	i
121	CN=C(c1ccccc1)c1c(C)cccc1C	i	i
122	CCOc1ccccc1C(=O)NCCc1cnc[nH]1	i	i
123	O=C(N/N=C/c1ccc(OC(F)F)cc1OC(F)F)NC1CCCCC1	i	i
124	COc1cccc(C(=O)NCCCNC(=O)c2cccnc2)c1	i	i
125	O=C(CS(=O)(=O)c1ccc2ccccc2c1)Nc1ccccc1Cl	i	i
126	CCCNC(=O)c1onc(CSc2ccc(F)cc2)c1C(=O)NCC1CC1	i	i

Screening results (PubChem BioAssay)
